# Giardia kill: kills Giardia lamblia; AID 540267; hit rate 0.15% among 340,000; Giardia lamblia trophozoite viability; activity change, % at 7.66 µM, hits read low; in the data active = activity change below about -80%; inconclusive = between about -30% and that limit;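 note: parasites exposed to compound for two days anaerobically before the ATP read; % is set by controls: 0 for no effect and ±100 for the full control effect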
#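 Luminescent ATP signal served as the viability read-out, measured 15-30 min after adding ATP detection reagent to trophozoites that had been incubated with compounds for 48 hrs at 37 deg C anaerobically at 100 cells/well.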
# GALK inh: blocks human galactokinase activity; Potency, µM (top dose mostly 57.5 µM), without a hit: at the top dose activity change, negative = inhibition, most hits filed as inhibitors; hit rate 0.007% among 270,000; AID 1868; Purified GALK, Kinase-Glo residual ATP luminescence; note: potency is the fitted concentration of half-maximal effect; % is set by controls: 0 for no effect and ±100 for the full control effect
#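 ATP-depletion format; final 35 uM ATP, 100 uM D-galactose, 5 nM enzyme; pH 8.0 HEPES/Mg2+ buffer; 60 min RT; luminescence read 10 min after detection reagent.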
# PKM2 activator: activators of human pyruvate kinase M2 | purified PKM2, Kinase-Glo ATP luminescence, activation; response scale: 0% is enzyme alone, no compound | Potency, µM (highest dose often 57.5 µM), for the others: at the top dose activation, actives largely listed as activators | hit rate 0.34% among 260,000; note: potency is the fitted concentration of half-maximal effect; % is set by controls: 0 for no effect and ±100 for the full control effect; nearly all actives have a fitted effect of over 55% in size
#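 ATP formation by purified human PK-M2, quantified via coupled luciferase luminescence after 1 h at room temperature with 0.1 mM ADP and 0.5 mM PEP final.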
# Menin-MLL TR inh: menin-MLL binding inhibition, Texas Red mutant peptide; O00255; AID 1768; Menin + Texas Red MLL mutant peptide, fluorescence polarization; hit rate 0.23% among 270,000; Potency, µM (highest dose often 61.6 µM), inactives show at the highest dose FP activity change, negative = inhibition, usual class: inhibitors; active = well fitted inhibition curve with a large enough effect in the polarisation, with a control signal flat, not every such curve was filed as active; inconclusive = small, poorly fitted or top-dose-only effect, or effect the other way, or a change in a side signal; inactive = no such curve, though single readings can be large or run the other way; the % refers to the polarisation; note: potency is the fitted concentration of half-maximal effect; % of control where 0% means no effect; many of its hits are not listed in these tables
# Target sequence (O00255 whole entry, looked up): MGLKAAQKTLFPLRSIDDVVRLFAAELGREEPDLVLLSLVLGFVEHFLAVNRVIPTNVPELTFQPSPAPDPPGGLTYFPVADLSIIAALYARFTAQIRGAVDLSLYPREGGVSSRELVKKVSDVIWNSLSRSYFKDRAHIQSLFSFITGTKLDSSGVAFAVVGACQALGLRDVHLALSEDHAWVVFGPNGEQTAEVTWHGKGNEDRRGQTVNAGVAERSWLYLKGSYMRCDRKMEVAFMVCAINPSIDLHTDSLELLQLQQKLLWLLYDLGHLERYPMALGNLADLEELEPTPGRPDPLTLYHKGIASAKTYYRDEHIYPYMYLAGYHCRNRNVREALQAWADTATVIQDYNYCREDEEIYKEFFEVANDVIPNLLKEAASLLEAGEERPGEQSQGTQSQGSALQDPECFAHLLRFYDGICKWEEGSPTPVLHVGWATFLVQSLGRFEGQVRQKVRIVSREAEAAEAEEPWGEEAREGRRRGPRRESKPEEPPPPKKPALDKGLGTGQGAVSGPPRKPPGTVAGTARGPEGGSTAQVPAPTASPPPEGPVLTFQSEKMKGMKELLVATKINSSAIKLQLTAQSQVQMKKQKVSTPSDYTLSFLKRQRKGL
# TSG101-PTAP inh: blocks PTAP/TSG101 interaction to inhibit HIV-1 budding; Q99816; Fluorescence polarization, FITC-PTAP peptide / Tsg101 binding; Potency, µM (top dose mostly 115 µM), for inactives: top-dose activity change, negative = inhibition, actives largely listed as inhibitors; 340,000 tested, under 10 active; AID 493005; active = well fitted inhibition curve with a large enough effect in the main read-out, with a control signal flat, not every such curve was filed as active; inconclusive = small, poorly fitted or top-dose-only effect, or effect the other way, or a change in a side signal; inactive = no such curve, though single readings can be large or run the other way; note: potency is the fitted concentration of half-maximal effect; % of control where 0% means no effect
#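 Compounds were pin-transferred onto Tsg101 binding domain (10 uM final) in HEPES pH 7.5 buffer, then FITC-PTAP peptide was added at 50 nM final. After 20 min at RT, polarization reported peptide displacement across a qHTS concentration series.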
# Tb PFK inh: inhibitors of T. brucei phosphofructokinase; O15648; T. brucei PFK, ADP-Glo luminescence; Potency, µM (series often up to 57.5 µM), inactives show at the top dose activity, negative = inhibition, hits mostly inhibitors; hit rate 0.17% among 330,000; AID 485367;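 note: potency is the fitted concentration of half-maximal effect; 0% = uninhibited 1x PFK enzyme wells and -100% = no-enzyme wells; nearly all actives have a fitted effect of over 60% in size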
#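 1.25 nM PFK with 0.5 mM F6P and 0.1 mM ATP in 0.1 M TEA pH 8.0, 5 mM MgCl2, incubated 45 min at room temperature; ADP measured by ADP-Glo luminescence; compounds titrated up to 57 uM.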
# FBPA coupling cs: counter-screen for Giardia aldolase inhibitors: coupling enzyme system; coupling enzyme system counterscreen, AmpLite Red fluorescence; activity change, negative = inhibition, % at 58.2 µM, hits read low; hit rate 0.67% among 290,000; AID 2472; in the data active = activity change below about -30%; note: % is set by controls: 0 for no effect and ±100 for the full control effect
#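 Counterscreen of the coupled detection system alone, without aldolase: glyceraldehyde-3-phosphate coupling enzymes plus AmpLite Red readout. Compounds at 57.5 uM final, 10 min RT preincubation, 20 min RT reaction, fluorescence 525/598 nm.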
# B2AR arrestin: beta2AR (human) beta-arrestin recruitment activity. AID 492947. hit rate 0.02% among 330,000. P07550. beta-arrestin recruitment to beta2AR, cell-based reporter. Potency, µM (doses to about 46.1 µM), for the others: at the highest dose activation, hits mostly activators;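 note: potency is the fitted concentration of half-maximal effect; 0% = DMSO controls and full agonism = EC100 isoproterenol or metaproterenol; nearly all actives have a fitted effect of over 65% in size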
# Target sequence (P07550 whole entry, looked up): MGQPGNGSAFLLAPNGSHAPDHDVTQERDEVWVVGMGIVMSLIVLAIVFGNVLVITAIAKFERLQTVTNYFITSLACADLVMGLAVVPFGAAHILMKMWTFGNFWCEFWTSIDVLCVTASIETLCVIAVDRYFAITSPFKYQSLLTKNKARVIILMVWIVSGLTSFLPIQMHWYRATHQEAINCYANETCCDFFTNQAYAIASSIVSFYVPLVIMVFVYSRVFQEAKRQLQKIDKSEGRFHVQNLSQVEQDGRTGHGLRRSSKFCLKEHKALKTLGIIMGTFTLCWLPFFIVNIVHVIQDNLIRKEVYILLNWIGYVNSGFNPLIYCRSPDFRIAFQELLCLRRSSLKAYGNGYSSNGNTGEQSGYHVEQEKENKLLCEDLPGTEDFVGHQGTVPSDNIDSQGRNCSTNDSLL
# BCR signal inh: inhibitors of chronic active B-cell receptor signaling | Potency, µM (highest dose often 46.1 µM), inactives show at the highest dose ratio change, negative = lower green/red ratio, usual class: inhibitors | ABC-DLBCL IkBa-CBG/CBR reporter, luminescence ratio, 4 h | hit rate 0.05% among 340,000 | AID 493014; active = well fitted inhibition curve with a large enough effect in the signal ratio, with a control signal flat, not every such curve was filed as active; inconclusive = small, poorly fitted or top-dose-only effect, or effect the other way, or a change in a side signal; the % refers to the signal ratio;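 note: potency is the fitted concentration of half-maximal effect; plate controls were basal doxycycline-induced cells for no effect and cells given 10 µM MG132 for full effect; MG132 reads +100%, hits lower the ratio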
#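 TMD8 human ABC-DLBCL cells with doxycycline-inducible IκBα–green luciferase fusion and unfused red luciferase, in 0.5% FBS medium; compounds up to 46 uM, 4 h at 37C. Green/red luminescence ratio, filter-overlap corrected, fitted to concentration-response curves.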
# S-ASM inh: blocks human secretory acid sphingomyelinase. placental ASM, HMU-PC fluorogenic substrate, 60 min. Potency, µM (top dose mostly 57.5 µM), inactives show top-dose activity change, negative = inhibition, hits mostly inhibitors. AID 504937. hit rate 0.006% among 340,000; note: potency is the fitted concentration of half-maximal effect
#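 Fluorogenic HMU-PC substrate (9 uM final) is turned over by placental ASM in 60 min at 37 C after a 10 min compound preincubation. Reaction ended by alkaline stop (pH 10), with fluorescence read at 386/447 nm.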
# Integrin act MD: activates integrin-mediated alleviation for muscular dystrophy | hit rate 0.064% among 350,000 | alpha7betagal myoblasts, beta-gal FDG fluorescence, 48 h | Potency, µM (highest dose often 38.3 µM), inactives show at the highest dose activation, actives largely listed as activators;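 note: potency is the fitted concentration of half-maximal effect; 100% = response of the positive control SU9516; nearly all actives have a fitted effect of over 60% in size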
#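 Alpha7betagal+/- myoblasts (passage 13) were plated 16-24 hr, then exposed to compounds (1:260 dilution of DMSO stock) for 48 hours at 37C. After MPER lysis, β-galactosidase reporter activity was read as FDG fluorescence (ex 480/em 540) after 30 minutes.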
# Active calls of the source: *; ? = inconclusive; . = not tested or not shown; [ ] = dose if it differs, or a comment. Unless noted, calls come from the whole dose curve; as a rule, active = well fitted curve in the direction sought with a large enough effect; inconclusive = small, poorly fitted or top-dose-only effect, or another doubt; inactive = no such curve, though single readings can be large; an effect the other way counts as inactive or inconclusive.
SMILES,Giardia kill,GALK inh,PKM2 activator,Menin-MLL TR inh,TSG101-PTAP inh,Tb PFK inh,FBPA coupling cs,B2AR arrestin,BCR signal inh,S-ASM inh,Integrin act MD
Cc1noc(C)c1NC(=O)N(C)C[C@H]1Oc2c(NC(=O)Nc3ccc4c(c3)OCO4)cccc2C(=O)N([C@H](C)CO)C[C@@H]1C,-8,.,.,.,-10%,6%,.,0.0%,0%,-7%,22%
COc1ccccc1N1CCN(C2CCCN(C(=O)CCc3cnn(C)c3)C2)CC1 (centres undefined),9,0%,6%,0%,-5%,-8%,-4,-0.9%,-3%,-2%,-23%
CCN(CC)S(=O)(=O)c1ccc(N2CCOCC2)c(NS(=O)(=O)c2ccc(C)c(C)c2)c1,11,-3%,-17%,10%,-11%,4%,4,-0.5%,?,-7%,16%
O=C(NC(=O)N1CCN(c2ccc([N+](=O)[O-])cn2)CC1)c1ccccc1F,-11,3%,-2%,.,-2%,-5%,0,0.0%,1%,-2%,2%
O=C(NCCCN1CCCC1=O)c1ccc([N+](=O)[O-])s1,?,.,.,.,1%,0%,.,-0.1%,5%,3%,-25%
CCCCN(C(=O)c1cc2ccccc2o1)c1c(N)n(CC(C)C)c(=O)[nH]c1=O,-2,1%,5%,-7%,-1%,1%,3,-1.6%,5%,4%,-4%
O=C(Cn1c(=O)sc2ccccc21)Nc1nc2c(s1)CCCC2,19,.,0%,3%,-1%,-4%,5,-1.5%,7%,-4%,-1%
CN(C)C(=O)CCc1ccc2c3c([nH]c2c1)[C@]1(CCc2ccccc2)[C@@H](C(=O)N2CCCCC2)C[C@H](CC(=O)NCc2cccc(C(F)(F)F)c2)C(=O)N1CC3,2,.,.,.,-1%,1%,.,-0.4%,1%,-7%,7%
Cc1ccc(S(=O)(=O)N2CCCCC2)cc1NC(=O)CNc1ccccc1N1CCCC1=O,3,.,.,.,-7%,-6%,.,0.2%,1%,6%,0%
O=C(NN=C1CCCC1)c1ccccc1[N+](=O)[O-],7,0%,0%,?,0%,-18%,-3,0.7%,?,-1%,33%
CCOC(=O)CSc1nc2c(c(=O)[nH]c(=O)n2C)n1Cc1ccccc1,-4,-3%,3%,3%,-2%,-26%,0,0.0%,-2%,4%,11%
CCOc1ccc([C@@H]2CC=C(C(=O)O)[C@H](c3cccc(Cl)c3)N2S(=O)(=O)c2ccc(C)cc2)cc1,?,.,.,.,.,-2%,.,0.0%,1%,-1%,-10%
O=C(NCC1CCCCC1)c1cccc(Br)c1,-5,-1%,-9%,?,2%,-2%,-2,-0.3%,0%,0%,-2%
O=C1[C@H]2[C@@H](C3CC3)N3C(=O)CN(Cc4ccccn4)C(=O)[C@@]3(Cc3ccccc3)[C@H]2C(=O)N1c1ccccc1,14,.,0%,-10%,-1%,0%,0,0.1%,-3%,-3%,1%
Cc1nn(-c2cccc(C(=O)O)c2)c(C)c1Oc1ccccc1O,7,2%,-1%,-5%,-2%,-1%,10,-0.5%,5%,4%,-5%
Cc1ccc(-c2cc(C(=O)NC3=NCCS3)c3ccccc3n2)cc1C,-2,1%,-2%,16%,1%,-1%,-1,-1.1%,?,-2%,37%
Cc1cc(C)cc(NC(=O)CN2C(=O)C3CC=CCC3C2=O)c1 (centres undefined),2,.,.,.,-4%,-11%,.,0.0%,7%,2%,?
Cc1cc(C)c(S(=O)(=O)c2ccc(C(C)(C)C)cc2)c(Cl)n1,15,.,.,-7%,-8%,9%,1,-0.3%,-2%,-9%,4%
O=C(CN1CCCC1)Nc1ccc(F)cc1,4,0%,-12%,13%,-1%,-7%,-6,-0.1%,-1%,1%,-52%[inhibitor]
C=CCN1C(=O)C(C)(C)N(C(C)=O)c2ccccc21,6,.,-2%,3%,-3%,-7%,-3,-2.0%,-2%,2%,7%
Cc1cccc(NC(=S)N(CCN(C)C)C(C)c2ccco2)c1 (centres undefined),3,1%,-5%,3%,-5%,1%,2,-0.5%,1%,3%,0%
CCCC(C)C(=O)Nc1ccc(S(=O)(=O)Nc2nccs2)cc1 (centres undefined),-9,2%,-2%,11%,-2%,-5%,1,-0.1%,-11%,-3%,10%
O=C(O)c1cn(Cc2ccccn2)c(=O)c2ccccc12,0,6%,1%,14%,-1%,-3%,0,0.1%,-15%,0%,-1%
Cc1cc(N2CCOCC2)ccc1/C=C1/SC(=O)NC1=O,-15,-1%,-55%,?,2%,0%,6,0.1%,9%,2%,-1%
Cc1ccc(NC(=O)COCC(=O)Nc2ccc(F)cc2)cc1,9,0%,1%,2%,-5%,-6%,0,0.4%,1%,4%,-8%
O=C(O)/C=C/C(=O)NC1CCCCCCCCCCC1,11,-3%,-12%,.,2%,1%,12,-0.7%,7%,-5%,-26%
Cc1ccsc1/C=N/NC(=O)Cn1cnc2ccccc21,6,0%,2%,-8%,-1%,-1%,1,-1.1%,7%,2%,10%
Cc1ccc(-n2nnc3c(=O)n(CC(=O)NCc4ccccc4)cnc32)cc1,17,6%,2%,-17%,1%,1%,0,0.2%,4%,4%,-23%
Cc1oc(-c2ccccc2F)nc1CS(=O)CC(=O)NCc1ccc2c(c1)OCO2 (centres undefined),33[activator],3%,-1%,-10%,-2%,-8%,6,-0.1%,?,1%,-8%
Cn1cnnc1SCCCN1C(=O)c2cccc3cccc(c23)C1=O,15,2%,9%,-9%,0%,-1%,5,0.0%,-3%,1%,-16%
Cc1cc(C(=O)COC(=O)C2=COCCO2)c(C)n1-c1ccc2c(c1)OCO2,12,2%,6%,-3%,-5%,-3%,-8,0.6%,-4%,0%,-36%
COc1cc2nc(CN(C)Cc3ccc(F)cc3)[nH]c(=O)c2cc1OC,2,8%,-4%,-6%,-11%,-3%,1,0.1%,1%,4%,0%
Cc1ccc(NC(=O)CC(C)N2CCCC2)cc1 (centres undefined),-28,0%,0%,-13%,-2%,0%,-6,0.1%,?,-4%,-7%
Cc1ccc2cccc(NC3OC(=O)c4ccccc43)c2n1 (centres undefined),-8,2%,1%,-10%,-10%,1%,-13,-0.7%,?,8%,-6%
CC(C)OCCCNc1nc2c(c(=O)n(Cc3ccccc3F)c(=O)n2C)n1C,-7,5%,-2%,-12%,-5%,-2%,2,0.4%,3%,-2%,-22%
COc1cccc(C(=O)Nc2cc(C)on2)c1OC,0,0%,5%,16%,-2%,-5%,0,0.1%,?,-1%,-18%
S=c1[nH]nc(-c2ccco2)n1/N=C/c1ccccc1Cl,14,0%,-32%,4%,-3%,4%,1,-1.3%,4%,-2%,-1%
Cc1ccc(NC(=S)NNC(=O)c2c(Cl)c(C)nn2C)cc1,-9,0%,0%,3%,-2%,12%,2,5.2%,8%,7%,25%
COc1ccc(CCN(C)Cc2ccc(OC)c(OCc3ccccc3)c2)cc1OC,40[activator],-2%,-2%,-18%,-4%,1%,0,0.3%,-2%,1%,-52%[inhibitor]
CC(=O)N1c2ccc(S(=O)(=O)NC(CC(=O)O)c3ccc(Br)cc3)cc2CC1C (centres undefined),1,-2%,-8%,14%,0%,-2%,13,0.1%,-6%,0%,8%
COc1ccc(OCC(=O)N/N=C2/C=C(C)CC2)cc1,3,-1%,-11%,2%,0%,-2%,0,0.0%,-2%,3%,-1%
O=C1c2cccnc2C(=O)N1c1ccccc1-c1ccccc1,70[activator],3%,-8%,3%[11.7 µM],-2%,-2%,0,0.0%,9%,0%,-14%
NCCCCCNC(=O)c1[nH]cnc1C(=O)N[C@@H](Cc1ccccc1)C(=O)OCc1ccccc1,-16,.,.,.,.,3%,.,-1.0%,2%,0%,7%
COc1ccc(NC(=O)c2ccco2)cc1NC(=O)c1c(OC)cccc1OC,-19,12%,.,-6%,-8%,-2%,-1,0.0%,?,0%,-13%
O=C(O)CC1(CC(=O)Nc2ccc(Oc3cccc(C(F)(F)F)c3)nc2)CCCC1,-2,0%,-1%,.,2%,3%,1,0.1%,?,2%,16%
Cc1ccc(CN2CCNC(=O)C2CC(=O)NCc2cc(C)n(C)n2)cc1 (centres undefined),-20,-3%,3%,.,-2%,-1%,.,-1.2%,0%,11%,0%
CC(=O)c1c(C)[nH]c(C(=O)COC(=O)c2nccnc2N)c1C,-2,.,.,.,0%,-1%,.,-0.3%,-4%,427%[activator],9%
CS(=O)(=O)N(CC(=O)NCc1cccnc1)C1CCCCC1,8,8%,-3%,20%,-1%,0%,-2,-0.3%,0%,3%,9%

# Not all compounds are listed; rates above refer to the full screens.
